# Source: PubChem BioAssay
# NPSR antag = qHTS Assay for Antagonists of the Neuropeptide S Receptor: cAMP Signal Transduction | CHO-NPSR cells, cAMP TR-FRET, antagonist mode | Potency, µM (highest dose often 38.3 µM), without a hit: at the highest dose activity change, negative = inhibition, usual class: inhibitors | 220,000 tested, 1% active | AID 1461, 2008; also: % is scaled to controls: 0 for no effect and ±100 for the full control effect; nearly all actives have a fitted effect of over 50% in size; many of its hits are not listed in these tables
# aGal spleen mod = qHTS Assay for Inhibitors and Activators of Human alpha-Galactosidase From Spleen Homogenate; Alpha-galactosidase A (Homo sapiens), P06280; human spleen homogenate, 4MU-alpha-Gal fluorescence, 40 min; Potency, µM (top dose mostly 80 µM), inactives show at the top dose activity change, negative = inhibition, usual class: inhibitors; 240,000 tested, 0.008% active;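 also: 0% = enzyme with vehicle and -100% = no enzyme basal signal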
# Target sequence (P06280 32-429 limits assumed): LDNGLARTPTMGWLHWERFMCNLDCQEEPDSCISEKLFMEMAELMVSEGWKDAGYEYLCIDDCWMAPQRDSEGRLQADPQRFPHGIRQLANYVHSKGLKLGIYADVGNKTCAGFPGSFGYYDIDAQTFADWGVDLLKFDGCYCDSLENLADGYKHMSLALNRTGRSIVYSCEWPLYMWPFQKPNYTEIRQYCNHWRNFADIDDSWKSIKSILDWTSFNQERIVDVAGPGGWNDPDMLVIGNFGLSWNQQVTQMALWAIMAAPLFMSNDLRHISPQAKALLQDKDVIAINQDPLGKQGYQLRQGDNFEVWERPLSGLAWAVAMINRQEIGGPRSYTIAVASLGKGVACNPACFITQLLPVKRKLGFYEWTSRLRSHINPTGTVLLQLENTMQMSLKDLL
#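 Human spleen homogenate (1 ug) as enzyme source, 4-methylumbelliferyl-alpha-D-galactopyranoside 1 mM final, citrate/phosphate pH 5.0 with 0.01% Tween-20. Compounds 40 min at 37C, NaOH/glycine stop; fluorescence Ex 365/Em 440, Hill-fit AC50.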
# GAA inh = qHTS Assay for Inhibitors of Human alpha-Glucosidase as a Potential Chaperone Treatment of Pompe Disease; Lysosomal alpha-glucosidase (Homo sapiens), P10253; purified human GAA, 4-MU-alpha-glucoside fluorescence; Potency, µM (titrated, usually from 76.9 µM), for inactives: at the top dose activity change, negative = inhibition, usual class: inhibitors; 200,000 tested, 0.005% active; AID 1466, 2008;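 also: plate controls were uninhibited enzyme wells for no effect and no-enzyme background for full effect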
#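 Read-out is 4-methylumbelliferone fluorescence (Ex 365/Em 440 nm) after NaOH/glycine stop at pH 10. Enzyme 4 nM, substrate 400 uM, pH 5.0 citrate buffer, 20 min room temperature; AC50 from Hill-equation concentration-response.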
# Tau fluor counter = Counterscreen qHTS for Inhibitors of Tau Fibril Formation, Fluorescence Polarization. tau K18 P301L (four-repeat tau fragment) Alexa594 fluorescence, heparin fibrillization. Potency, µM (highest dose often 57.7 µM), for inactives: at the highest dose activity change, negative = decrease. 280,000 tested, 0.93% active. AID 1463, 2008; also: % is scaled to controls: 0 for no effect and ±100 for the full control effect; nearly all actives have a fitted effect of over 55% in size
#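 Human K18 P301L tau (15 uM unlabeled plus 0.24 uM Alexa 594-labeled, final) in 100 mM sodium acetate pH 7 was mixed with compound and 20 uM heparin and incubated 6 hr at 37 C.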
# aGlu spleen mod = qHTS Assay for Inhibitors and Activators of Human alpha-Glucosidase From Spleen Homogenate; 240,000 tested, 0.006% active; human spleen homogenate, 4-MU-alpha-glucoside fluorescence; Potency, µM (titrated, usually from 79.9 µM), for inactives: at the highest dose activity change, negative = inhibition, most hits filed as inhibitors; AID 2112, 2009;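 also: 0% = enzyme with vehicle and -100% = no enzyme basal signal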
#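 AC50 values come from Hill-equation fits of concentration-response data, normalized to no-enzyme and full-activity controls. Enzyme source: 1 ug human spleen homogenate; 1 mM fluorogenic 4-MU glucoside, pH 5.0 citrate buffer, 37 C, 40 min.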
# ALDH1A1 block = qHTS Assay for Inhibitors of Aldehyde Dehydrogenase 1 (ALDH1A1). Aldehyde dehydrogenase 1A1 (Homo sapiens), P00352. AID 1030, 2008. Purified ALDH1A1, NADH fluorescence, propionaldehyde substrate. Potency, µM (top dose mostly 75.3 µM), inactives show top-dose activity, negative = inhibition, usual class: inhibitors. 220,000 tested, 7.3% active; active = well fitted inhibition curve with a large enough effect, not every such curve was filed as active; inconclusive = small, poorly fitted or top-dose-only effect, or another doubt; inactive = no such curve, though single readings can be large or run the other way;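 also: plate controls were no enzyme wells and a reference inhibitor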
# Target sequence (P00352 whole entry, looked up): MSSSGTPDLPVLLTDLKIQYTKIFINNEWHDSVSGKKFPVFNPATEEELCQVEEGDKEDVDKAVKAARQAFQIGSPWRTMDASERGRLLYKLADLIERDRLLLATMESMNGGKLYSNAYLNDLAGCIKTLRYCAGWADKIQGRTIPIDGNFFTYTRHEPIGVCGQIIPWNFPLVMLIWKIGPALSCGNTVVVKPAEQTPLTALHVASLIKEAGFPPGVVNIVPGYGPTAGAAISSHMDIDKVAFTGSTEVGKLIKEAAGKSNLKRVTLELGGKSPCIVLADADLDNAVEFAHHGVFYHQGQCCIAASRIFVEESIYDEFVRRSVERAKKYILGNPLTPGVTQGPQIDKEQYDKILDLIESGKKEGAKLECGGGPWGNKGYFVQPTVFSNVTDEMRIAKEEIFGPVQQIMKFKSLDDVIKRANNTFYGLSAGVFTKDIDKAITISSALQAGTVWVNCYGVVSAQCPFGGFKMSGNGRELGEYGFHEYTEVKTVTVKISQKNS
# GAA glycogen mod = qHTS Assay for Inhibitors and Activators of Human alpha-Glucosidase Cleavage of Glycogen | Lysosomal alpha-glucosidase (Homo sapiens), P10253 | recombinant GAA, glycogen substrate, Amplex Red glucose oxidase fluorescence | Potency, µM (doses to about 76.4 µM), for inactives: top-dose activity change, negative = inhibition, usual class: inhibitors | AID 2100, 2009 | 300,000 tested, 0.38% active;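 also: 0% = full enzyme reaction and -100% = no-enzyme basal signal; the screen sought inhibitors and activators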
#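 Recombinant human enzyme (4 nM); glycogen substrate; 37 C, 40 min, pH 5.0. Readout: coupled glucose oxidase/Amplex Red fluorescence.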
# Epigenetic reg = Quantitative High-Throughput Screen for Regulators of Epigenetic Control. murine LDR cells, GFP reporter derepression, 30 h. Potency, µM (series often up to 53.9 µM), inactives show at the highest dose GFP activation, actives largely listed as activators. 280,000 tested, 0.2% active. AID 1865, 2009; also: % of control where 0% means no effect; nearly all actives have a fitted effect of over 60% in size
#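 Derepression of a silenced CMV-GFP reporter in murine LDR cells is scored by enumerating GFP-positive cells with a laser-scanning microplate cytometer after 30 hours of treatment at 37 C.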
# An asterisk follows results filed as active; ? = inconclusive; . = not tested or not shown; & = joins results of further samples; [ ] = remark or other dose. Unless noted, calls follow the shape of the dose curve; as a rule, active = well fitted curve in the direction sought with a large enough effect; inconclusive = small, poorly fitted or top-dose-only effect, or another doubt; inactive = no such curve, though single readings can be large; an effect the other way counts as inactive or inconclusive. Potency is read from the fitted curve at half-maximal effect.
canonical_smiles,NPSR antag,aGal spleen mod,GAA inh,Tau fluor counter,aGlu spleen mod,ALDH1A1 block,GAA glycogen mod,Epigenetic reg
Cc1ccc(N(CC(O)CN2CCOCC2)S(=O)(=O)c2ccc3ccccc3c2)cc1 (stereo unspecified),-7%[46.1 µM],-18%,2%,-7%,-19%,?,2%,0.0%
CCN(CC)S(=O)(=O)c1cccc(C(=O)N/N=C/c2ccc(OC)c(O)c2)c1,1%,11%,-14%,-21%,9%,25µM*,-18%,?
Cc1cc(C)nc(SCc2ccccc2C#N)n1,0%[46.1 µM],0%,-8%,-1%,-1%,-7%,5%,12%
CCOC(=O)CN(C(=O)CSc1nnc(CNc2ccc(F)cc2)n1CC)c1ccc(F)cc1,?,6%,1%,-15%,-1%,-5%,7%,-1.0%
CCOc1ccc(-n2c(-c3ccccc3)nnc2-c2ccccc2)cc1,-23%,0%,-1%,-7%,3%,2%,-5%,1.1%
N/C(=N\c1nc2ccccc2o1)NC(=O)c1ccc(Cl)cc1,7%,0%,4%,18%,-1%,-1%,9%,-0.6%
CC(C)c1[nH]nc2c1C(C1C=CCCC1)C(C#N)=C(N)O2 (stereo unspecified),-21%,1%,-11%,-20%,-4%,14µM*,-1%,?
COc1c(O)cc2oc3cc(O)c(CC=C(C)C)c(O)c3c(=O)c2c1CC=C(C)C,.,6%&-16%&4%,.,2.8µM*[quencher],6%&-10%&1%,-2%&6%,.,9.7%&4.0%&-0.9%
S=C1NCCOCCNC(=S)NCCOCCOCCOCCN1,3%,-5%,2%,3%,-3%,4%,7%,-1.0%
S=C(NCc1ccc(Cl)cc1)NC12CC3CC(CC(C3)C1)C2,?,-5%,?,?,-13%,?,-4%,5.0%
O=C(OCC(=O)c1cccs1)c1cccc(C(=O)OCC(=O)c2cccs2)n1,1%[46.1 µM],6%,3%,-5%,8%,-11%,6%,-0.4%
O=C(N/N=C/c1cccc(O)c1)c1ccc(NC(=O)c2cccc([N+](=O)[O-])c2)cc1,-31%,-3%,1%,?,-4%,-15%,-2%,1.5%
O=C(Nc1cccc(C(F)(F)F)c1)Nc1ccc(N2CCCC2)c(S(=O)(=O)Nc2ccccc2Cl)c1,10µM*,-4%,-1%,2.5µM*[quencher],-7%,-7%,?,-3.0%
COc1ccc(C(=O)NNC2CC(=O)N(Cc3ccccc3)C2=O)cc1OC (stereo unspecified),17%,3%,0%,-3%,-2%,5%,-30%,0.0%
Cc1cccc(OCc2n[nH]c(=S)o2)c1C,-10%,2%,6%,-5%,-4%,18µM*,-13%,-1.1%
COc1cc(C(=O)NNc2nc3cc4c(cc3s2)OCO4)cc(OC)c1OC,1%,-2%,-5%[15.4 µM],-21%,1%,-7%,25µM*,1.1%
CCOc1ccc(-n2cc(C(=O)Nc3ccc(Cl)cn3)c3cc(OC)c(OC)cc3c2=O)cc1,-2%[46.1 µM],5%,-9%,-10%,1%,?,11%,?
O=C(N/N=C/CCc1ccccc1)c1ccccc1,-6%[46.1 µM],-17%,4%,0%,1%,-1%,5%,-0.9%
CCOC(=O)c1cc(CC)sc1NC(=O)c1cc(OCC)c(OCC)c(OCC)c1,-1%[46.1 µM],-2%,2%,-18%,-11%,?,2%,0.9%
Cc1oc(-c2ccc3ccccc3c2)nc1CN(C)C(C)c1ccncn1 (stereo unspecified),1%,4%,?,4%[2.34 µM],-1%,15µM*,6%,-1.1%
Cc1ccc2c(NC(=O)C3CC3)cccc2n1,-5%[46.1 µM],3%,-6%,5%,-3%,5%,7%,0.7%
CCC1S/C(=N/N=C/c2ccco2)N(c2ccc(F)cc2)C1=O (stereo unspecified),3%,3%,-6%,12%,2%,-11%,4%,2.8%
CCNC(=O)CN(CCc1ccccc1)S(=O)(=O)c1ccc(OC)cc1,-1%[46.1 µM],0%,-2%,-5%,1%,?,8%,0.8%
COC(=O)N[C@@H](c1cccc(C)c1)C(C(C)=O)C(=O)OC (stereo partly specified),.,-9%,.,-10%,-9%,15%,.,0.0%
O=C(O)Cc1sc(-c2ccccc2)nc1-c1cccs1,-58%,10%,2%,-4%,0%,?,2%,1.1%
N#Cc1ccccc1OC[C@H](O)CNCCNC(=O)Nc1ccccc1,.,9%,.,-8%,2%,-6%,.,6.5%
Cc1nc(C(=O)NCc2ccccc2)sc1C1(C)CC(c2ccccc2)=NO1 (stereo unspecified),-40%,3%,.,-19%,2%,.,2%,1.4%
COc1ccc(C=O)cc1Cn1ccnc1C,-9%,13%,7%,-12%,9%,-7%,10%,0.7%
CCCCN(CC)CCNC(=O)c1cn(-c2ccc(Cl)cc2)c(=O)c2ccccc12,-7%,-3%,?,-18%,4%,-12%,-6%,0.8%
C=CCn1c(NC)cc(=O)n(C)c1=O,3%[46.1 µM],3%,?,-1%,-7%,-9%,6%,0.3%

# Further compounds follow:
canonical_smiles,NPSR antag,aGal spleen mod,GAA inh,Tau fluor counter,aGlu spleen mod,ALDH1A1 block,GAA glycogen mod,Epigenetic reg
CCC(Sc1nnnn1C)C(=O)Nc1ccc(C(C)=O)cc1 (stereo unspecified),-2%[46.1 µM],4%,-3%,-16%,-6%,-9%,6%,-1.0%
Cc1ccc2ccc(S(=O)(=O)n3nc(C)cc3C)cc2c1,-19%[46.1 µM],1%,0%,-12%,-3%,0.89µM*,-1%,-5.1%
S=C(NCCc1ccccc1)N1CCn2cccc2C1c1cccnc1 (stereo unspecified),-33%,6%,-8%,-24%,.,?,-1%,-0.4%
CC(NC(=S)NCCCN1CCOCC1)C1CC2CCC1C2 (stereo unspecified),-25%,1%,-5%,-11%,-6%,-6%,10%,-0.6%
CCOC(=O)CSc1nc2c(c(=O)[nH]c(=O)n2C)n1CCCc1ccccc1,-13%[46.1 µM],-15%,-7%,-5%,-1%,-5%,6%,-1.3%
Cc1c(C(=O)N2CCN(C)CC2)oc2c1C(=O)CC(C)(C)C2,4%[46.1 µM],-6%,-6%,9%,-14%,22µM*,10%,0.9%
COc1ccccc1C1=NC(c2ccc(F)cc2)N=C1C (stereo unspecified),-31%,-1%,-12%,-17%,.,4%,6%,3.8%
C/C=C\C=C/C(=O)Nc1cccc(C2=NOC3(C2)C[C@@H](C(N)=O)N(C(=O)c2ccccc2)C3)c1 (stereo partly specified),14%,-1%,.,-12%,1%,.,-3%,3.2%
Cc1ccc(NC(=O)COC(=O)CCc2nc3ccccc3n2-c2ccccc2)c(C)c1,-5%,-15%,3%,8%,-21%,9%,13%,1.5%
c1ccc(-n2ncc3c2ncn2nc(CSc4nc5ccccc5s4)nc32)cc1,-5%[46.1 µM],3%,3%,9%,-3%,?,3%,3.0%
CNC(=O)c1c(Cl)cnn1-c1ccc(C)cc1,-1%,9%,.,2%,2%,-6%,-4%,-1.2%
CCC(c1nnnn1Cc1cccs1)N1CCN(C2CCCC2)CC1 (stereo unspecified),?,0%,0%,3%,-2%,19%,3%,7.8%
CCCCNc1nc2c(c(=O)n(C)c(=O)n2C)n1Cc1cccc(OC)c1,-3%[46.1 µM],2%,-5%,-16%,-1%,3%,1%,-1.0%
Cc1cc(C)cc(N(CCC(=O)Nc2nnc(C)s2)S(=O)(=O)c2ccc(Cl)cc2)c1,9%,-2%,-9%,-4%,-3%,1%,12%,0.0%
N#C/C(=N\Nc1cccc2ccccc12)c1nnc2n1CCCCC2,-31%,-5%,1%,3%,-4%,22%,?,1.0%
N/C(=N\OC(=O)C1CCCCC1)c1ccncc1,-6%,2%,-8%,-2%,6%,-5%,-12%,-0.7%
COc1cccc(C(=O)Nc2cc(S(=O)(=O)N3CCCCC3)ccc2OC)c1,-24%,5%,-13%,-23%,11%,?,-16%,-1.2%
Cn1c(=O)n(C)c2cc(/C=N/NC(=O)c3cccc(Br)c3)ccc21,-5%[46.1 µM],-10%,5%,-11%,-3%,?,-7%,-1.1%
COc1ccc(OC)c(S(=O)(=O)N2CCC(C(=O)NCC3CCCO3)CC2)c1 (stereo unspecified),-5%[46.1 µM],5%,-12%,12%,6%,12%,0%,-3.2%
COc1ccccc1N(CC(=O)NC1CCCCC1)C(=O)CCC(=O)Nc1ccccn1,-10%[46.1 µM],9%,3%,-1%,-16%,7%,-10%,1.0%
Cc1nc2ccccc2c2oc(C(=O)Nc3ccc(C(C)C)cc3)cc12,-38%,-1%,1%,?,-2%,-8%,8%,0.1%
CN(CCC#N)C(=O)CSc1nnc(-c2ccco2)n1N,10%,2%,0%,4%,-7%,9%,3%,0.6%
CC(C)(C)C1CCC2(CC1)C(C#N)=C(SCC(=O)Nc1ccccc1)NC(=O)C2C#N (stereo unspecified),-6%[46.1 µM],-1%,?,?,3%,8.9µM*,?,-1.0%
CCCCCn1c(=O)[nH]c2cc(C(=O)N3CCN(Cc4ccc5c(c4)OCO5)CC3)ccc2c1=O,-24%[46.1 µM],14%,?,-9%,-3%,0%,-1%,-4.7%
O=C(Nc1ccc([N+](=O)[O-])cc1Br)c1cc2ccccc2nc1Cl,-3%,7%,.,-11%,-4%,.,3%,1.0%
CCOC(=O)CSCc1nc(-c2ccc(Cl)cc2)oc1C,-3%,-3%,0%,-8%,-4%,5%,0%,-0.3%

# The list is partial; count on the stated rates, not on these rows.
